Source: PubChem (Broad Institute)
BioA inh = M. tuberculosis BioA enzyme inhibitors, primary screen, biochemical, plate reader, single point, HTS; 7,8-diaminopelargonic acid synthase BioA (Mycobacterium tuberculosis); purified M. tuberculosis BioA enzyme; inhibition, % at 9.99 µM; 360,000 compounds, 0.096% hits; in the data active means inhibition above about 40%
* = called active by the depositor.

SMILES	BioA inh
CO[C@@H]1CN(C)C(=O)c2ccc(NC(=O)c3nc4ccccc4s3)cc2OC[C@@H](C)NC[C@H]1C	2.0
COc1ccc(S(=O)(=O)Nc2ccc3c(c2)C(=O)N([C@H](C)CO)C[C@H](C)[C@H](CN(C)C(=O)Nc2ccc(C(F)(F)F)cc2)O3)cc1	1.3
C[C@H]1CN([C@@H](C)CO)C(=O)c2cc(C#CCN(C)C)cnc2O[C@H]1CN(C)C(=O)c1ccc(F)cc1	-1.5
Cc1ccc(S(=O)(=O)N(C)C[C@@H]2Oc3c(NC(=O)c4nc5ccccc5s4)cccc3C(=O)N([C@@H](C)CO)C[C@@H]2C)cc1	-1.9
Cc1ccc(F)cc1S(=O)(=O)N[C@@H]1CCN(Cc2ccc(OC(C)C)cc2)C1	-0.2
C[C@H](CO)N1C[C@H](C)[C@@H](CN(C)C(=O)Nc2ccccc2)Oc2ncc(C#CC3CCCC3)cc2C1=O	0.6
COC(=O)C[C@@H]1CC[C@H]2[C@@H](COc3ccc(NC(=O)c4cccc(Cl)c4)cc3C(=O)N2C)O1	-0.6
CN(C)C(=O)c1ccc(-c2ccc([C@H]3[C@H](C#N)N(C(=O)C4CCC4)[C@H]3CO)cc2)cc1	22.7
COc1ccc([Si](C)(C)[C@@H]2[C@@H](CCn3cc([C@H](O)c4ccccc4)nn3)O[C@]3(C(=O)N(Cc4ccc(N5CCC5=O)cc4)c4ccccc43)[C@H]2C)cc1	-1.9
C[C@@H]1CN([C@@H](C)CO)C(=O)c2cc(NS(=O)(=O)c3ccccc3)ccc2O[C@@H]1CN(C)C	-1.3

Next section, overlapping the part above by four compounds.
SMILES	BioA inh
COC(=O)C[C@@H]1CC[C@H]2[C@@H](COc3ccc(NC(=O)c4cccc(Cl)c4)cc3C(=O)N2C)O1	-0.6
CN(C)C(=O)c1ccc(-c2ccc([C@H]3[C@H](C#N)N(C(=O)C4CCC4)[C@H]3CO)cc2)cc1	22.7
COc1ccc([Si](C)(C)[C@@H]2[C@@H](CCn3cc([C@H](O)c4ccccc4)nn3)O[C@]3(C(=O)N(Cc4ccc(N5CCC5=O)cc4)c4ccccc43)[C@H]2C)cc1	-1.9
C[C@@H]1CN([C@@H](C)CO)C(=O)c2cc(NS(=O)(=O)c3ccccc3)ccc2O[C@@H]1CN(C)C	-1.3
CCCNC(=O)Nc1ccc2c(c1)C(=O)N(C)C[C@H](OC)[C@H](C)CN(Cc1cccnc1)[C@H](C)CO2	-0.1
COc1ccc(-c2ccc([C@H]3[C@H](CO)N[C@@H]3C#N)cc2)cc1	-0.9
COc1ccccc1CNC(=O)C[C@@H]1CC[C@H]2[C@@H](COC[C@@H](O)CN2Cc2ccccc2)O1	-1.3
O=C(NCC[C@@H]1CC[C@H](NS(=O)(=O)c2ccc(Oc3ccccc3)cc2)[C@@H](CO)O1)C1CC1	0.8
COc1ccc(NC(=O)Nc2ccc3c(c2)CC(=O)N([C@@H](C)CO)C[C@H](C)[C@@H](CN(C)Cc2ccc(Oc4ccccc4)cc2)O3)cc1	-2.7
Cc1ccc(S(=O)(=O)N(C)C[C@H]2OCCCC[C@H](C)Oc3ccc(NC(=O)Nc4cccc5ccccc45)cc3C(=O)N([C@@H](C)CO)C[C@@H]2C)cc1	-1.9
CCC(=O)N(C)C[C@H]1Oc2cc(C#C[C@@H](C)O)ccc2S(=O)(=O)N([C@H](C)CO)C[C@H]1C	-1.0
CC(C)NC(=O)Nc1ccc2c(c1)C(=O)N([C@@H](C)CO)C[C@@H](C)[C@@H](CN(C)C(=O)Nc1ccc3c(c1)OCO3)OCCCC[C@@H](C)O2	2.5
Cc1noc(C)c1C(=O)N(C)C[C@H]1OCc2ccccc2-c2ccccc2C(=O)N([C@@H](C)CO)C[C@@H]1C	-0.6
COc1cccc(NC(=O)C[C@@H]2CC[C@H]3[C@H](COc4ccc(NC(=O)C5CCCCC5)cc4C(=O)N3C)O2)c1	-0.2
CN1CCN(C(=O)C[C@@H]2CC[C@H](NC(=O)Nc3ccccc3F)[C@@H](CO)O2)CC1	3.0
COc1cccc(-c2cnc3c(c2)C(=O)N([C@@H](C)CO)C[C@H](C)[C@@H](CN(C)Cc2ccc(C(=O)O)cc2)O3)c1	2.2
C[C@@H]1CN([C@H](C)CO)S(=O)(=O)c2ccc(Br)cc2O[C@H]1CN(C)Cc1cncnc1	3.2
C[C@H]1CN([C@@H](C)CO)C(=O)c2cc(C#CC3CC3)cnc2O[C@H]1CN(C)S(C)(=O)=O	-2.1
CCCNC(=O)Nc1ccc2c(c1)C(=O)N(C)C[C@H](OC)[C@H](C)CN(C(=O)c1ccccc1F)[C@H](C)CO2	-3.0
COc1ccc(S(=O)(=O)N(C)C[C@@H]2Oc3ccc(NC(=O)Nc4c(C)noc4C)cc3CC(=O)N([C@@H](C)CO)C[C@H]2C)cc1	-0.2
Cc1noc(C)c1NC(=O)N(C)C[C@H]1OCCCC[C@H](C)Oc2ccc(NC(=O)C3CCCCC3)cc2C(=O)N([C@H](C)CO)C[C@@H]1C	1.6
Cc1ccc(S(=O)(=O)N(C)C[C@H]2Oc3c(NC(=O)C4CC4)cccc3C(=O)N([C@@H](C)CO)C[C@H]2C)cc1	-0.2
CCCN(C)C[C@H]1OCCCC[C@@H](C)Oc2ccc(NS(=O)(=O)c3cn(C)cn3)cc2C(=O)N([C@@H](C)CO)C[C@@H]1C	-1.9
CC(C)CC#Cc1ccc([C@@H]2[C@@H](CO)N3CCCCN(S(=O)(=O)c4ccc(F)cc4)C[C@@H]23)cc1	4.3
O=C(C[C@@H]1C[C@@H]2c3cc(NC(=O)C4CCC4)ccc3O[C@@H]2[C@H](CO)O1)NCC1CC1	1.3
COc1ccc(CN(C)C[C@@H]2Oc3ccc(NC(=O)Nc4ccc5c(c4)OCO5)cc3C(=O)N([C@@H](C)CO)C[C@H]2C)cc1	7.1
CN(C)C(=O)C[C@@H]1CC[C@H](NC(=O)NC2CCCC2)[C@@H](CO)O1	0.3
N#Cc1ccc(-c2ccc3c(c2)[C@@H]2[C@@H](CCN2S(=O)(=O)c2cccc(F)c2)[C@@H](CO)N3)cc1	-1.1
CC(C)NC(=O)N(C)C[C@@H]1OCCCC[C@@H](C)Oc2ccc(NC(=O)c3ccncc3)cc2C(=O)N([C@@H](C)CO)C[C@H]1C	-2.8
C[C@H](CO)N1C[C@H](C)[C@H](CN(C)C(=O)NC2CCCCC2)Oc2ccc(NC(=O)CCCN(C)C)cc2C1=O	0.5
Cc1noc(C)c1NC(=O)N(C)C[C@H]1Oc2c(NS(C)(=O)=O)cccc2C(=O)N([C@H](C)CO)C[C@H]1C	-6.4
CO[C@H]1CN(C)C(=O)c2cc(NC(=O)NC3CCCCC3)ccc2OC[C@@H](C)N(CC2CCOCC2)C[C@H]1C	-4.9
O=C(C[C@H]1C[C@@H]2c3cc(NS(=O)(=O)c4ccc(F)cc4)ccc3O[C@@H]2[C@H](CO)O1)N1CCCCC1	0.3
C[C@@H]1CN([C@H](C)CO)C(=O)c2cc(NC(=O)CCC(F)(F)F)ccc2O[C@@H]1CN(C)Cc1ccc(C(=O)Nc2ccccc2N)cc1	-2.8
C[C@H]1CCCCO[C@H](CN(C)C(=O)CCCN(C)C)[C@@H](C)CN([C@@H](C)CO)C(=O)c2cc(NS(=O)(=O)c3ccc(Cl)cc3)ccc2O1	-0.5
COc1ccc(NC(=O)N(C)C[C@H]2Oc3ncc(C4=CCCC4)cc3C(=O)N([C@H](C)CO)C[C@H]2C)cc1	1.3
CN(C)C(=O)C[C@@H]1C[C@H]2c3cc(NC(=O)C4CCC4)ccc3O[C@H]2[C@@H](CO)O1	-1.4
CC(C)(C)[S@](=O)N1Cc2cc(C(=O)N3CCOCC3)nc(-c3cccc(-c4ccc(C#N)cc4)c3)c2[C@@H]1CCO	-1.8
CC(C)NC(=O)N1[C@H](C#N)[C@@H](c2ccc(C#CC3CC3)cc2)[C@@H]1CO	-4.5
C[C@H]1CCCCO[C@H](CN(C)Cc2ccc(Cl)c(Cl)c2)[C@@H](C)CN([C@@H](C)CO)C(=O)c2cc(NC(=O)Nc3ccc4c(c3)OCO4)ccc2O1	2.4
O=C(NCC(F)(F)F)[C@@H]1[C@@H](CO)[C@@H]2Cn3c(cccc3=O)[C@H]1N2C(=O)C1CC1	6.1
CN(C)C(=O)c1cccc(-c2ccc([C@@H]3[C@@H](C#N)N(C(=O)C4CC4)[C@@H]3CO)cc2)c1	-0.5
C[C@@H]1CCCCO[C@H](CN(C)C(=O)Nc2cccc3ccccc23)[C@@H](C)CN([C@H](C)CO)C(=O)c2cc(NC(=O)C3CCCCC3)ccc2O1	-1.5
C[C@@H]1CCCCO[C@@H](CN(C)S(=O)(=O)c2cccs2)[C@H](C)CN([C@@H](C)CO)C(=O)c2cc(NC(=O)Nc3ccc(F)cc3)ccc2O1	-2.0
CO[C@@H]1CN(C)C(=O)c2ccc(NC(C)=O)cc2OC[C@H](C)N(Cc2ccccn2)C[C@H]1C	2.3
C[C@@H]1CN([C@@H](C)CO)C(=O)c2cc(NC(=O)C3CCCCC3)ccc2O[C@@H](C)CCCCO[C@H]1CN(C)Cc1ccccc1	0.8
N#C[C@H]1[C@H](c2ccc(C3=CCCCC3)cc2)[C@H](CO)N1C(=O)CN1CCOCC1	-0.9
C[C@H]1CN([C@@H](C)CO)C(=O)c2cc(NC(=O)CCN3CCOCC3)ccc2O[C@@H]1CN(C)Cc1ccncc1	-2.4
COc1ccc(S(=O)(=O)N(C)C[C@H]2OCCCC[C@@H](C)Oc3ccc(NC(=O)Nc4ccc(F)cc4)cc3C(=O)N([C@@H](C)CO)C[C@@H]2C)cc1	-0.5
COc1ccc(-c2ccc3c(c2)[C@@H]2[C@@H](CCN2C(=O)C2CCOCC2)[C@@H](CO)N3C)cc1	6.3
CC(C)OC(=O)N(C)C[C@H]1OCc2cnnn2CCCC(=O)N([C@@H](C)CO)C[C@@H]1C	0.1
O=C(CN1CCOCC1)N1CCCCN2[C@H](CO)[C@H](c3ccc(/C=C/c4ccccc4)cc3)[C@@H]2C1	6.7
O=C(NCc1ccc2c(c1)OCO2)[C@H]1[C@H](CO)[C@H]2Cn3c(cccc3=O)[C@@H]1N2Cc1ccccc1	0.3
C/C=C/c1ccc2c(c1)O[C@H](CN(C)C(=O)c1ccc(F)cc1)[C@@H](C)CN([C@@H](C)CO)S2(=O)=O	-1.6

Part of the list above in order of molecular weight, ascending.
SMILES	BioA inh
N#C[C@H]1[C@H](c2ccc(C3=CCCCC3)cc2)[C@H](CO)N1C(=O)CN1CCOCC1	-0.9
O=C(NCc1ccc2c(c1)OCO2)[C@H]1[C@H](CO)[C@H]2Cn3c(cccc3=O)[C@@H]1N2Cc1ccccc1	0.3
COc1ccc(S(=O)(=O)N(C)C[C@H]2OCCCC[C@@H](C)Oc3ccc(NC(=O)Nc4ccc(F)cc4)cc3C(=O)N([C@@H](C)CO)C[C@@H]2C)cc1	-0.5

Continuation:
SMILES	BioA inh
O=S(=O)(NCC[C@H]1CC[C@@H](NS(=O)(=O)c2cccc(Cl)c2)[C@H](CO)O1)c1cccc(F)c1	-1.6
COc1ccc(S(=O)(=O)Nc2ccc3c(c2)CC(=O)N([C@@H](C)CO)C[C@H](C)[C@@H](CN(C)C(=O)Nc2ccc(F)cc2)O3)cc1	-2.5
O=C(C[C@@H]1CC[C@H](NS(=O)(=O)c2ccc(F)cc2)[C@@H](CO)O1)NCCN1CCCCC1	-3.0
CN1CCN(C(=O)C[C@H]2C[C@H]3c4cc(NS(C)(=O)=O)ccc4O[C@H]3[C@H](CO)O2)CC1	-2.2
C[C@@H]1CCCCO[C@@H](CN(C)CC2CCCCC2)[C@H](C)CN([C@@H](C)CO)C(=O)c2cc(NC(=O)Nc3ccc(F)cc3)ccc2O1	1.0
CO[C@@H]1CN(C)C(=O)c2cc(NC(=O)C3CCCC3)ccc2OC[C@H](C)N(C)C[C@@H]1C	4.3
CO[C@H]1CN(C)C(=O)c2cc(NC(C)=O)ccc2OC[C@@H](C)N(CC2CCCCC2)C[C@@H]1C	-1.0
C[C@H](CO)N1C[C@H](C)[C@H](CN(C)C(=O)Nc2ccccc2)Oc2ccc(NS(=O)(=O)c3ccccc3)cc2CC1=O	-1.3
COc1ccccc1NC(=O)N[C@H]1C=C[C@H](CC(=O)NCc2ccc(Cl)c(Cl)c2)O[C@@H]1CO	1.0
C[C@H]1CN([C@@H](C)CO)S(=O)(=O)c2ccc(C#CC(C)(C)O)cc2O[C@@H]1CN(C)Cc1ccccc1	2.4
CO[C@@H]1CN(C)C(=O)c2cc(NC(=O)NC(C)C)ccc2OC[C@H](C)N(C(=O)CN(C)C)C[C@@H]1C	-2.1
COc1ccc(S(=O)(=O)N(C)C[C@@H]2Oc3c(NS(=O)(=O)c4ccccc4)cccc3C(=O)N([C@H](C)CO)C[C@@H]2C)cc1	-0.6
CCCNC(=O)N(C)C[C@@H]1Oc2ncc(C#CCC3CCCC3)cc2C(=O)N([C@H](C)CO)C[C@H]1C	2.6
O=C(C[C@H]1C[C@H]2c3cc(NC(=O)c4ccc5c(c4)OCO5)ccc3O[C@H]2[C@@H](CO)O1)NCc1ccc(Oc2ccccc2)cc1	-1.8
COc1ccccc1-c1cn(CC[C@@H]2CC[C@@H](NC(=O)CCN3CCCCC3)[C@H](CO)O2)nn1	-1.2
Cc1noc(C)c1NC(=O)Nc1ccc2c(c1)C(=O)N([C@H](C)CO)C[C@H](C)[C@H](CN(C)Cc1ccc(Cl)c(Cl)c1)OCCCC[C@H](C)O2	-1.7
CCCC(=O)Nc1ccc2c(c1)C(=O)N(C)C[C@@H](OC)[C@@H](C)CN(Cc1cccc(F)c1)[C@H](C)CO2	0.5
CCCNC(=O)Nc1ccc2c(c1)C(=O)N(C)C[C@@H](OC)[C@@H](C)CN[C@@H](C)CO2	-2.3
COc1ccc(CN(C)C[C@H]2OCCCC[C@H](C)Oc3ccc(N(C)C)cc3C(=O)N([C@H](C)CO)C[C@H]2C)cc1	-1.5
O=C(C[C@H]1C=C[C@H](NC(=O)C2CCC2)[C@H](CO)O1)Nc1nccs1	-2.7

This is a subset, so the mix of outcomes need not match the whole.
